Bioassay records as filed in PubChem BioAssay.
GPR151 ag – activators of human GPR151, primary screen, cell-based, PathHunter beta-arrestin, luminescence | activation, % at 11.2 µM | PathHunter beta-arrestin GPR151 cells | actives 1% (n = 650,000) | AID 1508602, 2020; in the data active = activation above about 4.9%;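 also: 0% = median of compound wells and 100% = cells with positive control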
Target sequence (Q8TDV0 whole entry, looked up): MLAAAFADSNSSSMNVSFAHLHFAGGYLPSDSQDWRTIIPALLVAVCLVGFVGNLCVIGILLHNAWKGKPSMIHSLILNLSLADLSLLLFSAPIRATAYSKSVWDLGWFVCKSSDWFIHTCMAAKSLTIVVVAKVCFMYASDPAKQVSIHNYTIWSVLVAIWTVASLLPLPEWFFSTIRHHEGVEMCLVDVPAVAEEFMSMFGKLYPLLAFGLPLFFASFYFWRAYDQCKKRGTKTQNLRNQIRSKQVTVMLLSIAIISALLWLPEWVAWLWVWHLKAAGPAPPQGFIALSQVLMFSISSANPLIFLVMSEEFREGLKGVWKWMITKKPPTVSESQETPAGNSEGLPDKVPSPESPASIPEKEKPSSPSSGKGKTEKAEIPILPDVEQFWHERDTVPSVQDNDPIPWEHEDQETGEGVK
TEAD-YAP inh – TEAD-YAP interaction inhibition, primary screen, TEAD-YAP interaction inhibitor project, luminescence, HEK-TIYL cells; actives 1.4% (n = 640,000); TEAD-Gal4/YAP UAS-luciferase luminescence; inhibition, % at 9.12 µM; in the data active = inhibition above about 32%;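 also: 0% = median of test compound wells and 100% = reference inhibitor wells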
MITF inh – MITF inhibitors, primary screen, biochemical, AlphaScreen, human. AlphaScreen MITF homodimerization, bead proximity signal. inhibition, % at 2.6 µM. actives 0.91% (n = 650,000); in the data active = inhibition above about 50%;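 also: 0% = vehicle wells with protein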
Target sequence (O75030 whole entry, looked up): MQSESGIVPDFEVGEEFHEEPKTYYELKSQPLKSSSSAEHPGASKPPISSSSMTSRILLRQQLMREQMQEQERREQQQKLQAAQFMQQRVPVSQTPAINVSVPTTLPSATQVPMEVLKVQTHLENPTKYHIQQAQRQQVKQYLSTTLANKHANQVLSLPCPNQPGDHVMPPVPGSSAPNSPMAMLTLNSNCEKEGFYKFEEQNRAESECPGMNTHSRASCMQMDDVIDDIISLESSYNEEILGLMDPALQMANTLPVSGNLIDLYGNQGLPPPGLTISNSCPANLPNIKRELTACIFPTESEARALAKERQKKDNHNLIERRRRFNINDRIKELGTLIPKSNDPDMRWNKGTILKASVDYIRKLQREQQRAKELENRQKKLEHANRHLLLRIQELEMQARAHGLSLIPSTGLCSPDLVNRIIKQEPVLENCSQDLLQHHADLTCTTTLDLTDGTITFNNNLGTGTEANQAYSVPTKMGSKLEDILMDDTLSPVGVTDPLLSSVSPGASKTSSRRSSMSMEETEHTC
FBW7 activator – FBW7 E3 ligase activators, primary screen, biochemical, AlphaScreen, human; F-box/WD repeat-containing protein 7 (Homo sapiens), Q969H0; AlphaScreen FBW7–phospho-cyclin E peptide binding, activator screen; normalized activity (activation), % at 26.1 µM; actives 0.13% (n = 650,000); AID 1259310, 2017; in the data active = normalized activity above about 1.9%;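 also: purified mutant Fbw7 with reduced substrate affinity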
An asterisk follows results filed as active; . = no result given.

SMILES	GPR151 ag	TEAD-YAP inh	MITF inh	FBW7 activator
COC(=O)C(CC(C)C)NS(=O)(=O)c1ccc([N+](=O)[O-])cc1 (stereo unspecified)	-0.4	2	11	0.0
CC1CN(CN2C(=O)/C(=C\c3ccc4c(c3)OCO4)NC2=S)CC(C)O1 (stereo unspecified)	-0.9	-3	13	0.2
COc1cc(CNCc2ccccc2C(F)(F)F)cc(OC)c1	-0.2	-5	26	-0.1
CCCCN(CC)c1nc(N)c(C#N)c(CC#N)c1C#N	0.4	-13	6	-0.1
CC(C)(C)C(=O)NCCc1csc2nc(-c3ccc(F)cc3)nn12	-1.0	3	-5	0.0
Cc1ccccc1CSC1=NS(=O)(=O)c2ccccc2N1	0.2	-4	13	0.0
COc1ccc(S(=O)(=O)NCc2ccc(S(N)(=O)=O)cc2)cc1	-0.6	2	6	-0.1
COc1ccc(C(=O)N2CCN(C(=O)c3cccc(OC)c3)CC2)cc1	-1.2	3	3	0.8
COc1ccc(OC)c(Nc2cc(C)nc3ccc(OC)cc23)c1	0.2	68*	1	-0.2
Cc1c(C(=O)NC(C)c2ccccc2)sc2ncn(CC(=O)N3CCOCC3)c(=O)c12 (stereo unspecified)	2.4	-4	13	0.6
CCOC(=O)CN1C(=O)C(O)(CC(=O)c2ccc(Cl)s2)c2ccccc21 (stereo unspecified)	-0.2	0	-4	-0.2
CCN(CC)S(=O)(=O)c1ccc(N2CCc3ccccc32)c([N+](=O)[O-])c1	-1.5	-9	42	-0.7
COC(=O)c1[nH]c2ccccc2c1/C=C1/C(=O)Nc2ccccc21	-0.8	21	6	0.1
CC(=O)C1=C(Nc2ccc(C)cc2)C(=O)N(CCCC(=O)O)C1c1ccccc1 (stereo unspecified)	-1.2	-6	6	0.1
O=C(COC(=O)c1cccc(Br)c1)NC(=O)NC1CCCC1	0.7	-18	1	-0.1
COc1ccc(NC(=O)CCc2c(C)nc3nc[nH]n3c2=O)cc1OC	1.2	-1	-10	0.0
COc1ccccc1-n1c(SC)nc2c(sc(=S)n2-c2ccccc2C)c1=O	-0.5	10	16	0.2
Clc1ccc(C2=CC(c3ccccc3)n3nnnc3N2)cc1 (stereo unspecified)	1.5	-8	-5	-0.1
C=CCn1c2cc(C)sc2c2cnn(CC(=O)N3CC(C)CC(C)C3)c(=O)c21 (stereo unspecified)	0.0	12	17	0.1
Cc1sc2ncn(CC(=O)NCCCC(=O)NC3CCCCCC3)c(=O)c2c1C	0.7	-5	0	0.9
Cc1c(-c2nnnn2-c2ccccc2)cnc2ccccc12	0.0	6	7	0.4
COc1ccc(N(C(C)C(=O)NN=C2CCCC2)S(C)(=O)=O)cc1 (stereo unspecified)	0.1	16	14	0.1
Cc1ccc2cc3c(N)c(C(=O)Nc4nonc4C)sc3nc2c1C	-1.6	16	10	1.4
Cc1ccc(NC(=O)CN(c2cccc(Cl)c2C)S(C)(=O)=O)c(C)c1	1.1	-6	-3	-0.1
CC1=C(C(=O)OCc2ccccc2)C(c2ccc(Br)cc2)C2=C(CC(c3ccccc3)CC2=O)N1 (stereo unspecified)	2.2	-12	-4	0.0
CC(=O)c1c(C)[nH]c(C(=O)NCCC2=CCCCC2)c1C	-0.6	-33	10	0.2
CC(/C=C/c1ccc2c(c1)OCO2)=N\NC(=O)c1cccc(F)c1	-1.4	-57	12	-0.1
O=C(c1ccc([N+](=O)[O-])cc1)c1ccc2c(c1)C(=O)N(c1c[nH]c(=O)[nH]c1=O)C2=O	-0.8	-8	-3	-0.1
Cc1nn(-c2ccc(F)cc2)c(C)c1CNCc1ccccc1	-0.3	-3	70*	0.2
COc1ccc(-c2nc3c4cnn(-c5ccccc5)c4ncn3n2)cc1OC	-0.6	-2	-14	0.1
CCOc1cc(/C=C2/C(=O)NN(c3ccc(Br)cc3)C2=O)ccc1O	1.0	19	1	0.3
CCOc1nc(Nc2ccc(Cl)cc2)nc(OCC)n1	0.4	8	-18	-0.2
COC(=O)c1ccc(Oc2c(F)c(OC)nc(OC)c2F)cc1	-1.5	-3	-9	0.0
COC(F)(C(=O)Oc1cc(Oc2cc(C(F)(F)F)ccc2Cl)ccc1[N+](=O)[O-])C(F)(F)F (stereo unspecified)	0.5	0	-4	-0.1
CCOC(=O)c1c(NC(NC(=O)c2ccc(Cl)cc2)(C(=O)OC)C(F)(F)F)sc(-c2ccccc2)c1C (stereo unspecified)	0.2	-3	12	-0.1
CC(C)(CO)NS(=O)(=O)c1ccc2c(c1)C(=NO)c1cc(S(=O)(=O)NC(C)(C)CO)ccc1-2	2.0	-1	22	0.1

Reprinted at random: three entries already listed, in no set order.
SMILES	GPR151 ag	TEAD-YAP inh	MITF inh	FBW7 activator
O=C(COC(=O)c1cccc(Br)c1)NC(=O)NC1CCCC1	0.7	-18	1	-0.1
Clc1ccc(C2=CC(c3ccccc3)n3nnnc3N2)cc1 (stereo unspecified)	1.5	-8	-5	-0.1
CC1=C(C(=O)OCc2ccccc2)C(c2ccc(Br)cc2)C2=C(CC(c3ccccc3)CC2=O)N1 (stereo unspecified)	2.2	-12	-4	0.0

In a second layout: 3 of the compounds above
Values run as follows: GPR151 ag | TEAD-YAP inh | MITF inh | FBW7 activator
COC(F)(C(=O)Oc1cc(Oc2cc(C(F)(F)F)ccc2Cl)ccc1[N+](=O)[O-])C(F)(F)F (stereo unspecified)
 : 0.5 | 0 | -4 | -0.1
CC(=O)c1c(C)[nH]c(C(=O)NCCC2=CCCCC2)c1C
 : -0.6 | -33 | 10 | 0.2
COC(=O)c1ccc(Oc2c(F)c(OC)nc(OC)c2F)cc1
 : -1.5 | -3 | -9 | 0.0

(further entries)
SMILES	GPR151 ag	TEAD-YAP inh	MITF inh	FBW7 activator
Cn1ccnc1SCC(=O)NC(c1ccccc1)c1ccccc1	0.6	-3	-4	-0.3
O=C(O)CC(Nc1nc(-c2ccccc2)c2cc([N+](=O)[O-])ccc2n1)c1ccccc1 (stereo unspecified)	1.8	11	9	-0.1
Cc1ccc(Cl)cc1N(CC(=O)N1CCOCC1)S(C)(=O)=O	1.5	8	7	0.0
Cc1ccc(N(CC(=O)Nc2ccc(F)cc2)S(C)(=O)=O)cc1Cl	-1.1	9	-6	-0.3
COc1ccc(-c2ccc(=O)n(C[C@H](C)NC(=O)c3cccnc3)n2)cc1	0.3	-2	-1	0.0
COC(=O)C1=C(C(=O)OC)[C@@H]2N(C)c3ccc(OC)cc3[C@@]23C[C@@H](C(=O)OC)N(S(=O)(=O)c2ccc(OC)cc2)C3=N1	-0.6	.	1	0.4
CC(C)c1ccc(NS(=O)(=O)c2ccc(-n3cccn3)cc2)cc1	1.3	-10	-1	-0.1
COc1ccc(C2=N/C(=C/c3ccco3)C(=O)O2)cc1OC	-1.3	1	41	-0.1
CCOc1ccc(C(=O)n2sc(=O)c3ccccc32)cc1	-4.3	-7	3	-0.1
CCOc1ccc(Br)cc1/C=N/N=C1\NC(=O)C(CC(=O)O)S1 (stereo unspecified)	-0.6	-12	23	0.7
CCOC(=O)C1(Cc2ccccc2)CCCN(C(=O)C=C(C)C)C1 (stereo unspecified)	-1.8	-51	17	0.1
CCN1CCN(c2cc(=O)n(-c3cc(Cl)ccc3C)c(=O)[nH]2)CC1	-0.7	1	-11	-0.2
COc1ccccc1OC1OC(CO)C(O)C(O)C1O (stereo unspecified)	2.1	-2	2	-0.1
Cc1noc(C)c1CC(=O)N(Cc1cc2cccc(C)c2nc1N(C)C)CC1CCCO1 (stereo unspecified)	1.1	-8	10	-0.1
O=C(O)c1ccccc1C(=O)Nc1cc(Cl)ccc1O	0.1	-11	3	-0.1
N#CCCn1cc(/C=C/C(=O)O)c(-c2ccc(F)cc2)n1	-1.1	-6	-14	0.0
O=C1C2C3C=CC(C3)C2C(=O)N1c1ccc(Oc2ccccc2)c(Cl)c1 (stereo unspecified)	1.1	18	6	0.1
COc1ccc2c(c1)NC1(CCCN(C(=O)C3CC=CCC3)C1)c1cccn1-2 (stereo unspecified)	-1.3	-5	2	0.5
COc1ccc(-c2nc(Nc3ccc(N4CCOCC4)cc3)c3ncn(CCN4CCCC4=O)c3n2)cc1	-1.0	-42	8	-0.1
C[C@H]1C(=O)N2CCN(C(=O)c3cc(F)cc(F)c3)C[C@@H]2C(=O)N1C	-0.2	6	-9	-0.1
COc1ccccc1C(=O)NNC(=O)C1CCN(C(=O)OC(C)(C)C)CC1	-1.1	-3	-3	0.1
COc1ccc(CC(=O)NCc2nnc(SCC(=O)Nc3ccccc3)n2C)cc1	0.8	9	-9	0.0
CC(Oc1cccc(Cl)c1)C(=O)Nc1nncs1 (stereo unspecified)	-0.5	1	8	0.6
COc1ccc(C(c2sc3nc(C)nn3c2O)N2CCC(C)CC2)cc1OC (stereo unspecified)	1.2	-8	-8	0.1

3 compounds from above, arranged by SMILES length, descending.
SMILES	GPR151 ag	TEAD-YAP inh	MITF inh	FBW7 activator
COc1ccc2c(c1)NC1(CCCN(C(=O)C3CC=CCC3)C1)c1cccn1-2 (stereo unspecified)	-1.3	-5	2	0.5
COc1ccccc1C(=O)NNC(=O)C1CCN(C(=O)OC(C)(C)C)CC1	-1.1	-3	-3	0.1
N#CCCn1cc(/C=C/C(=O)O)c(-c2ccc(F)cc2)n1	-1.1	-6	-14	0.0

Next structures:
SMILES	GPR151 ag	TEAD-YAP inh	MITF inh	FBW7 activator
CCOC(=O)c1nn(-c2ccc(Cl)cc2)cc1O	1.1	-45	-7	0.0
COc1ccccc1CNC1CCCCCC1	-1.1	6	12	0.5
CCOC(=O)CSc1ccc(C(=O)NC2CCN(C(=O)OCC)CC2)cc1[N+](=O)[O-]	-0.4	3	-5	-0.1
O=C(Cc1c(F)cccc1Cl)NCC1COc2ccccc2O1 (stereo unspecified)	-1.0	-4	17	0.1
CCC(C)NC(=O)C1CC(c2cc(OC)ccc2OC)=NO1 (stereo unspecified)	-0.4	5	-19	0.1
Oc1cccc(/C=N/N2CCOCC2)c1O	-0.3	-14	3	0.0
Cc1cnc(-c2cccc(N)c2)nc1NCCN(C(C)C)C(C)C	0.1	-1	11	0.1
CC(=O)c1cccc(NS(=O)(=O)c2c[nH]c3ccc([N+](=O)[O-])cc23)c1	1.4	-6	7	-0.1
COc1cc2nc(CN3CCN(Cc4ccccc4C)CC3)nc(N)c2cc1OC	-0.4	3	17	0.3
COC(=O)C(C(=O)Nc1ccc(OC)cc1)C1CCCCCC1 (stereo unspecified)	-1.5	-2	17	0.4
COCCNC(=O)CN(Cc1ccccc1)C(=O)CCC(=O)Nc1ccccn1	-0.2	-9	5	-0.3
Cc1[nH]c(=O)[nH]c(=O)c1S(=O)(=O)N1CCN(c2cccc(C(F)(F)F)c2)CC1	0.8	-1	13	0.4
COc1cc(CNC(C)c2ccccc2)cc(Cl)c1OCC(=O)NC(C)(C)C (stereo unspecified)	3.6	4	2	0.1
CCN(CC)S(=O)(=O)c1cc(C(=O)O)ccc1C	0.7	3	9	0.1
COc1cc(C2C(C(N)=O)=C(C)Nc3ncnn32)cc(OC)c1OC (stereo unspecified)	0.7	6	-1	0.0
O=C(Nc1c(-c2cccs2)nc2c(Br)cc(Br)cn12)c1ccc(Cl)cc1	-0.6	-11	-2	0.1
COc1ccccc1C(=O)Nc1ccccc1-c1nnn(CC(=O)Nc2cc(C)on2)n1	0.3	4	14	-0.1
O=C(Cc1ccccc1)Nc1cnn(-c2cccc(C(=O)NC3CCCN(c4ncccn4)C3)c2)c1 (stereo unspecified)	-0.1	-3	8	-0.2
COCC(=O)N/N=C(\C)CC(=O)Nc1cc(C(F)(F)F)ccc1Cl	-0.8	3	1	0.0
COc1cc(C(=O)Nc2ccc(S(=O)(=O)N3CCCCC3c3cccnc3)cc2)cc(OC)c1OC (stereo unspecified)	-1.2	10	-2	-0.1
Cc1cc(-c2cn[nH]c2C2CCCN(CC(=O)NCc3ccco3)C2)on1 (stereo unspecified)	0.5	-10	-7	0.1
Cc1ccc2cc(C(c3nnnn3C(C)(C)C)N3CCOCC3)c(=O)[nH]c2c1 (stereo unspecified)	0.9	10	4	-0.2
Cn1cccc1CC(=O)N/N=C\c1ccccc1	-0.6	-11	4	0.0
CCC(C)C(=O)Nc1nc(-c2ccc3c(c2)NC(=O)CO3)cs1 (stereo unspecified)	-1.2	3	21	-0.2
COc1ccc(NC(=O)CSc2nc3c(cc2C#N)CCC3)cc1OC	0.4	-1	-7	0.1
COc1ccccc1N1CCN(C(=O)c2c(OC)cccc2OC)CC1	-0.3	0	-4	0.1
CCCNC(=O)C1CSC(c2ccccc2)N1C(=O)Nc1ccccc1OC (stereo unspecified)	0.5	-3	-4	0.0
COc1cc(CN2CCC(C(=O)NC(C)C)CC2)ccc1OCc1ccccc1	-1.6	-27	-14	-0.1
CCc1nn(CC(=O)O)c(=O)c2cc3sc(C)cc3n12	-0.1	-11	-15	0.1
CC12C(=O)C(C)(C(c3ccccc3)=C1c1ccccc1)C1C(=O)N(c3cccc(C(F)(F)F)c3)C(=O)C12 (stereo unspecified)	0.7	15	-2	0.0
COc1ccc(-c2csc3nc(C)n(-n4c(C)ccc4C)c(=O)c23)cc1OC	1.3	-20	16	0.2
O=C(NCc1ccccc1)c1ccc(Cl)c(S(=O)(=O)N2CCOCC2)c1	0.7	-4	18	1.2
O=C(CCNC(=O)c1ccc(Br)o1)NCc1ccccc1Cl	-2.2	1	-12	0.8
